# GlmU inhibition – inhibition of mycobacterial GlmU enzyme – biochemical, glucosamine-1-phosphate acetyltransferase (AID 1376). M. tuberculosis GlmU acetyltransferase enzyme assay; higher % means a stronger effect. one-dose inhibition, %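 (tested at 30 µM in the primary screen)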; IC50 in µM for titrated hits. 220,000 compounds, 0.25% hits; in the data active = inhibition above about 13%; inconclusive = no clear call, values can overlap the other calls;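 also: 0% = complete reaction with vehicle and 100% = reaction without substrate; strong numbers were not always called active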
# RmlCD inh 1536 – blocks M. tuberculosis RmlC and RmlD coupled enzymes | P9WH09+P9WH11 | RmlC+RmlD coupled enzyme assay, percent inhibition; primary screen in compound mixtures | inhibition, % at 3.6 µM | 160,000 compounds, 0.03% hits; in the data active = inhibition mostly above about 34%, no sharp cut-off; inconclusive = no clear call, values can overlap the other calls; inactive = mostly below about 22%; also: some results filed as inactive read as strong as hits
# Target sequence (P9WH09 whole entry, looked up): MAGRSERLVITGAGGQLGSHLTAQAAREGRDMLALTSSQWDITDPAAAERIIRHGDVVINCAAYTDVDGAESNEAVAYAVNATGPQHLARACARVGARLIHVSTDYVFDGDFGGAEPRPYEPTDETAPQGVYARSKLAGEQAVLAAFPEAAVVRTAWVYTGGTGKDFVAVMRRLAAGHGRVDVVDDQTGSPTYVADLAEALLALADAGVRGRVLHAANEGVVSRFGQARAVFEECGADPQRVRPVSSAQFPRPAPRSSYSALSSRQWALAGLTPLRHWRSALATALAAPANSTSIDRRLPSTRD
# Target sequence (P9WH11 whole entry, looked up): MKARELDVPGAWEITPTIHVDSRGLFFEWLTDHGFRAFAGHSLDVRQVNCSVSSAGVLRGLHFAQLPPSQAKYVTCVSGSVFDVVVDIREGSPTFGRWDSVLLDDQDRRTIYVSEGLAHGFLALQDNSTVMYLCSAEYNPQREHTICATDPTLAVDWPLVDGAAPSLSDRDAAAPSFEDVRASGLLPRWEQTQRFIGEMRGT
# Starred values were filed as active, the others as inactive; ? = inconclusive; . = no result given.
molecule,GlmU inhibition,RmlCD inh 1536
O=C(COc1ccccc1)Nc1ncccn1,1.4%,.
N#Cc1c(Nc2ccccc2Cl)s[nH]c1=O,0.1%,.
C#CCN(C(=O)Nc1ccccc1)c1ccccc1,7.1%,.
O=C(NC(=S)NNC(=O)[C@H]1C[C@@H]1c1ccccc1)c1ccc(F)cc1,3.8%,13
Cc1ccc(NC(=O)C2(C)Cc3ccccc3C(=O)O2)cc1 (centres undefined),-1.0%,-7
CCCN1CCC(NC(=O)Nc2ccccc2C(=O)OC)CC1,2.3%,.
COc1cc(C(=O)C(=O)c2ccc(O)c(OC)c2)ccc1O,-4.0%,9
COC(=O)c1ccc(Oc2nc(NC(C)C)nc(NC(C)C)n2)cc1,6.0%,.
Cc1sc(-n2c(C)cc(/C=N/n3cnnc3)c2C)c(C#N)c1C,-0.9%,-1
Cn1nc(-c2ccc(Cl)cc2)c2cc(C(=O)NCC3CCCO3)sc21 (centres undefined),-1.9%,.
CCC(=O)N1CCN(c2ccc(NC(=S)NC(=O)c3ccc(OC)c([N+](=O)[O-])c3)cc2)CC1,-3.1%,.
CCNC(=S)N/N=C1\CCCCc2ccccc21,0.7%,2
Cc1ccccc1CSc1nnc(-c2ccncc2)o1,-0.3%,-48
CCOC(=O)c1cc(CC)sc1/N=C/C1=C(O)CC(C)(C)CC1=O,-3.6%,-5
Cc1[nH]nc2c1C(c1ccco1)C(C#N)=C(N)O2 (centres undefined),-0.7%,1
O=C(Cc1ccccc1)NCC1COc2ccccc2O1 (centres undefined),2.8%,.
CCc1ccccc1NC1=NCC(=O)N1Cc1ccc2c(c1)OCO2,4.6%,15
CC1(C(=O)NC2CCCCCCC2)CCC(=O)N1Cc1ccco1 (centres undefined),0.3%,-1
COC(=O)CCc1ccc(OCC(O)CNC(C)C)cc1 (centres undefined),2.3%,.
COc1ccc(OCC(=O)N/N=C(\C)c2cc3ccccc3o2)cc1,3.0%,.
CCCC(=O)Nc1ccc(C(=O)Nc2cccc(OC)c2)cc1,2.1%,3
Cc1nsc(N)c1C(=O)O,6.1%,-1
O=C(NNC(=O)c1ccncc1)NC1CCCCC1,1.7%,-5
FC(F)(F)c1nnc2sc(-c3cccs3)nn12,-8.7%,21
CCn1nc(NC(=O)c2ccncc2)c2cc3cc(C)ccc3nc21,0.8%,15
O=C(CCCCn1c(=O)c2ccccc2n(CC(=O)Nc2ccccc2)c1=O)NCc1ccco1,-0.3%,-2
Cc1nc2cc(NS(=O)(=O)c3ccccc3F)ccc2s1,-7.1%,.
O=C(NC(=S)Nc1ccc(N2CCOCC2)cc1)c1cccs1,-2.9%,-4
Cc1c(C(=O)NN2CCCCC2)nn(-c2ccc(Cl)cc2Cl)c1-c1ccc(I)cc1,1.9%,-11
CCOC(=O)Cc1csc(NC(=O)Nc2cccc(OC)c2)n1,-1.9%,-1
O=c1[nH]c2cc3c(cc2cc1C(c1nnnn1CC1CCCO1)N1CCCC1)OCO3 (centres undefined),-1.7%,?
c1cc2c(cc1OCCNC1CCCC1)CCC2,-3.7%,7
NC(=O)Nc1ccc(Oc2c(F)c(F)c(F)c(F)c2F)cc1,-2.6%,.
CN1C(=O)CC(NNC(=O)c2ccccc2)C1=O (centres undefined),4.5%,34
CCN(CC)Cc1c(O)ccc2occ(C(=O)c3ccc(OC)cc3)c12,2.2%,.
COc1ccc(CN2CC(C(=O)NCC3CCCO3)CC2=O)cc1 (centres undefined),5.7%,0
CC(=O)Nc1c([N+](=O)[O-])cc(C)c(Cl)c1[N+](=O)[O-],1.4%,-1
COc1ccc(CCNC(=O)CCc2ccc(S(=O)(=O)NCC(C)C)cc2)cc1,5.3%,2
CCOC(=O)COc1c(Cl)cc(C2NC(=S)NC(c3ccccc3)=C2C(C)=O)cc1OC (centres undefined),9.1%,16
COc1ccc(C2C(C#N)=C(C)NC(C)=C2C(=O)OC(C)C)c(OC)c1 (centres undefined),-3.6%,0
COc1ccc2cc(C(c3nnnn3C(C)(C)C)N3CCSCC3)c(=O)[nH]c2c1 (centres undefined),1.8%,-7
COc1ccc(S(=O)(=O)N(C)CC(=O)Nc2ccccc2SC)cc1Cl,6.7%,.
O=C(CCc1ccccc1)NCCc1cccs1,-0.1%,5
CC(C)c1ccc(/C=C2\Oc3c(ccc(O)c3CN3CCN(C)CC3)C2=O)cc1,-10%,-6
O=C(NNC(=O)c1ccccc1-n1cccc1)c1ccc(Cl)cc1Cl,-1.0%,.
CNC(=O)CN(c1ccc(OC)cc1)S(=O)(=O)c1ccc(F)cc1,3.2%,3
CCc1ccccc1NCC(=O)Nc1ccc(Cl)c(C(F)(F)F)c1,-2.1%,-2
Nc1nc(SCC(=O)Nc2cc(-c3ccccc3)nn2-c2ccccc2)n[nH]1,-1.1%,-11
O=c1cc(N2CCOCC2)c2ccccc2o1,-3.9%,.
CCOc1ccc2ccccc2c1CNc1nnnn1CC,4.8%,-5

# Following part
structure | GlmU inhibition | RmlCD inh 1536
C=CCOn1c(=O)c(-c2ccc(OC)c(OC)c2)[n+]([O-])c2ccccc21 | 1.9% | -5
Cc1ccc(C(=O)NC(=O)OCCn2c(C)cnc2[N+](=O)[O-])cc1 | -3.5% | 7
COC(=O)C1=NN(c2cccc3ccccc23)C2C(=O)N(c3ccccc3OC)C(=O)C12 (centres undefined) | 4.8% | -1
COc1ccc(Cn2c(=O)oc3ccc(C)cc32)cc1OC | 5.7% | 9
O=C(Nc1cccc(Cl)c1)Nc1nc(-c2ccc(Cl)cc2)cs1 | -1.4% | 3
COC(=O)Cn1c(=O)c2c(n(Cc3ccccc3)c1=O)N/C(=C/c1ccc(Br)cc1)C2=O | 1.5% | .
Cc1ccc(NC(=O)Cn2c(=O)n(Cc3ccco3)c(=N)c3c4c(sc32)COC(C)(C)C4)cc1 | -1.2% | .
O=C(NCc1ccco1)c1nc2nc(-c3cccs3)cc(C(F)(F)F)n2n1 | 0.7% | -12
COc1ccc(NC(=O)Nc2ccc(Cc3ccncc3)cc2)cc1OC | -1.2% | 25
CCc1ccc(-c2nnn(Cc3nc4ccccc4s3)n2)cc1 | 3.3% | -10
COc1cccc(-c2nc(CS(=O)CC(=O)NC3CCCC3)c(C)o2)c1 (centres undefined) | 2.9% | 4
COc1ccc(/C=C(\NC(=O)c2ccccc2)C(=O)NNC(=O)CCN2CCOCC2)cc1 | 0.2% | .
O=C(Nc1ccccc1)N(c1ccccc1)C1C=CS(=O)(=O)C1 (centres undefined) | 2.7% | -10
COC(=O)C1C(=O)C2=C(CC1C)NC(=O)CC2c1cccc(C)c1 (centres undefined) | 0.4% | 3
CC(=O)Nc1cc(Cl)ccc1OS(=O)(=O)c1ccc(C)cc1 | 1.4% | -7
COc1ccc(C(=O)NNC(=S)Nc2ccccc2)cc1 | 1.4% | -12
O=C(NC1(C(F)(F)F)C(=O)Nc2c1c(=O)[nH]c(=O)n2Cc1ccco1)C1CCCCC1 (centres undefined) | 2.5% | .
CCc1nc2oc3ccccc3c(=O)c2c(=O)n1Cc1ccc(OC)cc1 | -1.4% | -8
O=C(CNC(=S)N(Cc1ccccc1F)C1CCCCC1)NCCN1CCOCC1 | -6.8% | 12
CCC(CC)C(=O)NCCc1cc2c(C)ccc(C)c2[nH]c1=O | 4.1% | .
Cc1cc(-c2ccccc2)[nH]c(=O)c1S(=O)(=O)c1ccccc1 | -3.2% | .
O=C(N/N=C/c1ccccc1OC(=O)c1ccc2c(c1)OCO2)c1ccccc1 | -4.7% | -10
CCOC(=O)C[C@H]1c2ccccc2S(=O)(=O)N1Cc1cccc(C(F)(F)F)c1 | -3.8% | .
CCN1CCCC1Cn1cnc2c([nH]c3ccc(C)cc32)c1=O (centres undefined) | . | 6

# Compound profiles (already shown):
# CCNC(=S)N/N=C1\CCCCc2ccccc21 as listed: GlmU inhibition: 0.7%; RmlCD inh 1536: 2
# CCOC(=O)COc1c(Cl)cc(C2NC(=S)NC(c3ccccc3)=C2C(C)=O)cc1OC (centres undefined) as listed: GlmU inhibition: 9.1%; RmlCD inh 1536: 16
# COc1cccc(-c2nc(CS(=O)CC(=O)NC3CCCC3)c(C)o2)c1 (centres undefined) as listed: GlmU inhibition: 2.9%; RmlCD inh 1536: 4

# Returning to the listing with the 2 entries that preceded the break.
structure | GlmU inhibition | RmlCD inh 1536
CCOC(=O)C[C@H]1c2ccccc2S(=O)(=O)N1Cc1cccc(C(F)(F)F)c1 | -3.8% | .
CCN1CCCC1Cn1cnc2c([nH]c3ccc(C)cc32)c1=O (centres undefined) | . | 6
Nn1c(SC/C=C/c2ccccc2)nnc1-c1ccco1 | 2.0% | -1
Cc1c(-c2nc(N)nc(Nc3ccccc3F)n2)oc2ccccc12 | 8.7% | -9
CCN(CC)S(=O)(=O)c1cccc(-c2nnc(SCC(N)=O)n2C)c1 | 2.9% | 3
COc1ccc2c(c1O)[C@]13CCN(C)[C@H](C2)[C@@H]1CCC(=O)C3 | 2.5% | 5
COc1cc(NC(=O)C/C(C)=N/NC(=O)C(OC)c2ccccc2)c(OC)cc1Cl (centres undefined) | 5.9% | 3
CC1(C)C2CCC(C2)C1(C)NC(=O)CNCc1cccs1 (centres undefined) | -2.8% | -3
COc1cc(/C=C(\C#N)c2ccccn2)ccc1OCc1ccc(Cl)cc1 | -0.7% | 6
CCN(CC)c1nc(N)nc(NS(=O)(=O)c2ccc(Cl)cc2)n1 | 2.8% | .
Cc1ccc(C)c(NC(=O)CCC(=O)NNC(=S)Nc2ccccc2)c1 | 6.2% | -14
NC(=O)c1ccsc1NC(=O)CSc1ccccc1F | -0.6% | .
Cc1nc(NCC2CCCO2)nc2c1C(=O)CC(C)C2 (centres undefined) | -1.5% | -3
O=C(CCN1CCCCC1)N=Nc1c(O)[nH]c2ccccc12 | -6.0% | -6
Nn1cc(-c2ccccc2)nc1SCC(=O)N1CCN(S(=O)(=O)c2ccc(Cl)cc2)CC1 | 10% | -7
O=c1c(-c2cc3ccccc3o2)[n+]([O-])c2ccccc2n1OCc1ccccn1 | 0.6% | 19
CC1CCCCN1S(=O)(=O)c1ccc(C(=O)Nc2nnc(-c3cccs3)o2)cc1 (centres undefined) | 0.9% | 3
CCC(=O)Nc1ccc(S(=O)(=O)NCCc2ccccc2)cc1 | -0.5% | -7
O=C(Nc1ccc(Cl)cc1Cl)C1CCC(=O)N1Cc1ccccc1Cl (centres undefined) | -1.1% | .
CC(=O)N/C(=C\c1cccc([N+](=O)[O-])c1)C(=O)NC1CCCCC1 | 0.8% | 2
CCOCCCn1c(=NC(C)=O)c(C#N)cc2c(=O)n3cccc(C)c3nc21 | 1.4% | -10
Cc1cc2c(cc1C)-c1c(ssc1=Nc1ccc(S(N)(=O)=O)cc1)C(C)(C)N2 | -2.2% | -3
CCOC(=O)C1=C(Nc2ccccc2)CC(C)(O)C(C(=O)OCC)C1c1ccc(Br)cc1 (centres undefined) | -2.3% | 10
Cc1[nH]c2ccccc2c1C(c1ccncc1)N1CCN(c2ccccc2F)CC1 (centres undefined) | -6.5% | -4
Cc1nc(-c2ccc(Br)cc2)ccc1C(=O)O | -2.4% | -3
Oc1c(N=NC(=S)Nc2ccccc2F)c2ccccc2n1Cc1ccccc1 | -2.2% | -11
CC1=C(C(=O)OC2CCCC2)C(c2coc3ccccc3c2=O)C2=C(CC(C)(C)CC2=O)N1 (centres undefined) | . | 0
O=C1C(Cl)=C(N2CCCCCC2)C(=O)N1c1ccccc1 | 0.1% | .
CNS(=O)(=O)c1cc(O)c2c(S(=O)(=O)NC)cccc2c1 | -0.5% | .
CC(C)c1ccc(OCC(=O)Nc2ccc(OC(F)(F)F)cc2)cc1 | -3.1% | 5
Cc1cccc(-n2cc[nH]c2=S)c1 | 7.4% | -7
COc1ccccc1NC(=O)c1[nH]c(C)c(C(C)=O)c1C | 1.1% | .
CCCCn1c(NC(=O)c2ccc(Br)o2)c(S(=O)(=O)c2ccccc2)c2nc3ccccc3nc21 | 1.7% | .
COc1ccccc1/C=C1\SC(=O)N(CCC(=O)NNC(=O)c2ccccc2Cl)C1=O | -1.3% | -3
O=C(c1ccc2nc3ccccc3c(=O)n2c1)N1CCN(Cc2ccc3c(c2)OCO3)CC1 | 1.2% | 10
Cc1cc(C(=O)OCC(=O)Nc2ccc(F)cc2[N+](=O)[O-])c2ccccc2n1 | -1.4% | 3
COc1ccc2c3c([nH]c2c1)C1(NCC3)C(=O)Nc2ccccc21 (centres undefined) | 1.1% | .
Cc1ccc(C(=O)N2CCN(Cc3ccc4c(c3)OCO4)CC2)cc1S(=O)(=O)N1CCOCC1 | 10% | 2

# 3 entries already listed, ordered by formula weight, low to high:
structure | GlmU inhibition | RmlCD inh 1536
COc1ccccc1NC(=O)c1[nH]c(C)c(C(C)=O)c1C | 1.1% | .
COc1ccc2c3c([nH]c2c1)C1(NCC3)C(=O)Nc2ccccc21 (centres undefined) | 1.1% | .
COc1ccccc1/C=C1\SC(=O)N(CCC(=O)NNC(=O)c2ccccc2Cl)C1=O | -1.3% | -3

# Continuation:
structure | GlmU inhibition | RmlCD inh 1536
N#C/C(=C\c1cccc(Oc2ccc(C(F)(F)F)cc2[N+](=O)[O-])c1)c1nc2ccccc2[nH]1 | 1.2% | .
CCCCNC(=O)C1CC(=O)N(CCC(C)C)C1 (centres undefined) | 1.3% | 18
CCCC(=O)N(c1ccc(OC)cc1)C1C=CS(=O)(=O)C1 (centres undefined) | -3.0% | .
Cc1nn(Cc2ccccc2)c(C)c1CCC(=O)O | -1.1% | .
COc1cc2sc3ccc(C#Cc4ccc(N)cc4)cc3c(=O)c2cc1OC | -1.4% | .
Cc1ccc(C)c(NCC(O)c2ccccc2)c1 (centres undefined) | -3.2% | -12

# Screening data: PubChem, several laboratories

# This is a subset; the hit share may differ from the screen's.
